# SMARCA2 activ: SMARCA2 (BRM) function activators, primary screen, cell-based, luminescence, high throughput. activation, % at 9.1 µM. 370,000 compounds, 1% hits. MG213 cells, MMTV-luciferase reporter, dexamethasone, overnight. AID 652017, 2013; in the data active = activation above about 7.8%;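 also: 0% = vehicle wells and 100% = reference activator wells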
# hcDAF-12 act: H. contortus DAF-12 nuclear receptor activators, primary screen, cell-based, luminescence, HEK293, lit1-tk-luc reporter; HEK293 hcDAF-12 lit1-tk-luc reporter; 0% DMSO, 100% Δ7-dafachronic acid; activation, % at 6.8 µM; 370,000 compounds, 1.4% hits; AID 652067, 2013;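 active = activation above the mean of all tested compounds plus 3 SD, cut at about 5.5% in these data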;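 also: 100% = response to 3 µM Δ7-dafachronic acid high control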
# GC-A act: GC-A stimulated cGMP production enhancers – HEK293 GC-A cells, cGMP TR-FRET, EC30 ANP, primary screen. Atrial natriuretic peptide receptor 1 (Homo sapiens), P16066. 0% at EC30 ANP, 100% saturating ANP. activation, % at 10 µM. 370,000 compounds, 0.14% hits. AID 1671463, 2021; in the data active = activation above about 40%
# HGIII-sPLA2 inh: human group III sPLA2 inhibitors, primary screen, biochemical, QFRET, BODIPY PC-A2 liposome substrate; Group 3 secretory phospholipase A2 (Homo sapiens), Q9NZ20; QFRET BODIPY PC-A2 liposome hydrolysis, fluorescence; inhibition, % at 12.2 µM; 370,000 compounds, 0.56% hits; AID 743126, 2013;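 active = inhibition above mean plus 3 SD of compounds lying within the high and low control bounds, cut at about 19% in these data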;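 also: 0% = median of test compound wells and 100% = no enzyme DMSO wells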
# Target sequence (Q9NZ20 whole entry, looked up): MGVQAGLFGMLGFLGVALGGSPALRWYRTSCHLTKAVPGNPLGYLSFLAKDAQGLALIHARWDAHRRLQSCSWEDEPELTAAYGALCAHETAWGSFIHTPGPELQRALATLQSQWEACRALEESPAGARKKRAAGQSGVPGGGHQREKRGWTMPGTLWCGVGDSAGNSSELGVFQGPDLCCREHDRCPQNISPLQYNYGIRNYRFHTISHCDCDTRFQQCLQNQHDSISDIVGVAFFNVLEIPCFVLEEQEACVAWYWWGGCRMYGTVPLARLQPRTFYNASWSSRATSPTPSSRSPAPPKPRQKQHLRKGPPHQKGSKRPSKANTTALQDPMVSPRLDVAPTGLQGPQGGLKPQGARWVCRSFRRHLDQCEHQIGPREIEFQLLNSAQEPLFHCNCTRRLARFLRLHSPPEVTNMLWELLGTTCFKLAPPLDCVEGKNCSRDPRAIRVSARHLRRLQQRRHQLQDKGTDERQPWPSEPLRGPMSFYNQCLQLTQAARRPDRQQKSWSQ
# KLK7 zymogen act: proKLK7 zymogen activators, primary screen, biochemical, fluorescence intensity. Kallikrein-7 (Homo sapiens), P49862. purified proKLK7, EDANS-DABCYL substrate fluorescence; 100% is mature enzyme control, 0% vehicle. activation, % at 7 µM. 370,000 compounds, 0.9% hits;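 active = activation above the mean of all tested compounds plus 3 SD, computed per campaign excluding outliers beyond control limits, cut at about 13% in these data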
# Target sequence (P49862 whole entry, looked up): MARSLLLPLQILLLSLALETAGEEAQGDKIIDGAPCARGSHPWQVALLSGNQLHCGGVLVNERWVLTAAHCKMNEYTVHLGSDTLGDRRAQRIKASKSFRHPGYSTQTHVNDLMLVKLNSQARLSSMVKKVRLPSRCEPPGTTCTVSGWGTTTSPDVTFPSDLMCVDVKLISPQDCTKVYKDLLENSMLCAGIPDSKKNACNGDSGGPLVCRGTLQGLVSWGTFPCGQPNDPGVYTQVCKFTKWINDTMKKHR
# ssDAF-12 act: S. stercoralis DAF-12 nuclear receptor activators, primary screen, cell-based, luminescence, HEK293, GRIP1 co-expression, lit1-tk-luc | AID 652126, 2013 | Nuclear hormone receptor DAF-12 (Strongyloides stercoralis) | activation, % at 6.8 µM | HEK293 ssDAF-12/GRIP1 lit1-tk-luc reporter; % of 3 µM dafachronic acid response | 370,000 compounds, 1% hits;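 active = activation above the mean over all tested compounds plus 3 SD, cut at about 0.9% in these data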;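 also: 0% = DMSO-only wells and 100% = 3 µM delta7-dafachronic acid wells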
# DAX1 inh-1: DAX1 (NR0B1) inhibitors on StAR promoter, primary screen, cell-based, luminescence, SF-1 (NR5A1), full-length DAX-1; HEK293T StAR-luciferase reporter, SF-1/DAX-1 repression relief; AID 652010, 2013; inhibition, % at 6.8 µM; 370,000 compounds, 1.1% hits;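 active = inhibition above the mean over all tested compounds plus 3 SD, cut at about 3.6% in these data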;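 also: 0% = DAX-1 cells with DMSO and 100% = cells lacking DAX-1 with DMSO; higher inhibition means more luminescence from relief of DAX-1 repression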
# hgDAF-12 ag: H. glycines DAF-12 receptor agonists, primary screen, cell-based, luminescence, HEK293, GAL4 fusion, UAS-luciferase | HEK293 GAL4-hgDAF12 UAS-luciferase reporter, agonist luminescence; normalized to butyrate control | activation, % at 6.8 µM | 370,000 compounds, 1.8% hits | AID 687014, 2013 | Nuclear hormone receptor DAF-12 (Heterodera glycines), GAL4 fusion;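 active = activation above a cutoff set at the mean of all screened compounds plus 3 SD, cut at about 10% in these data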;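 also: 0% = DMSO wells and 100% = sodium butyrate wells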
# DAX1 inh-2: DAX1 (NR0B1) inhibitors, primary screen, cell-based, HEK293, Gal4-DAX1, luciferase luminescence; inhibition, % at 6.75 µM; AID 504766, 2011; 340,000 compounds, 0.99% hits; HEK293 Gal4-DAX1 luciferase reporter;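 active = inhibition above the mean over all tested compounds plus 3 SD, cut at about 4.2% in these data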;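 also: 0% = DAX1-transfected cells with DMSO and 100% = empty-vector control cells with DMSO; inhibition shows as a rise in luminescence from relieved DAX1 repression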
# Target sequence (P51843 207-470 limits assumed): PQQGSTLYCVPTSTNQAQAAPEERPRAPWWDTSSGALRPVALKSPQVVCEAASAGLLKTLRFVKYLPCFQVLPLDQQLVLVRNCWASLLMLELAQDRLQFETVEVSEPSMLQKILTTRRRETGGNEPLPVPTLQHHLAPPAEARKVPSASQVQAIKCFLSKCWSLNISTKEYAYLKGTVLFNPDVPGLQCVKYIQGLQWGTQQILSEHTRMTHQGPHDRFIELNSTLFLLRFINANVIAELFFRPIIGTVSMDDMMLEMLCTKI
# GC-B act: human GC-B receptor activators, primary screen, HEK293 GC-B cells, cGMP TR-FRET, EC30 CNP. Atrial natriuretic peptide receptor 2 (Homo sapiens), P20594. AID 1920062, 2024. 0% at EC30 CNP, 100% saturating CNP. 370,000 compounds, 0.11% hits. activation, % at 10 µM;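 active = activation at 10 µM reaching about 35% in either raw or pattern-adjusted values, limit read from the data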
# GAA850 FXN act: FXN promoter activators, primary screen, cell-based, luciferase luminescence, HEK293 lucGAA850. HEK293 lucGAA850 FXN promoter luciferase reporter, 24 h; percent of 10 µM SAHA response. activation, % at 6 µM. 360,000 compounds, 0.56% hits. AID 540364, 2011;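 active = activation above the average of all compounds screened plus 3 SD, cutoff fixed separately per campaign, cut at about 7.5% in these data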;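 also: 0% = DMSO wells and 100% = 10 µM SAHA wells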
# Numbers without * were called inactive; . = not tested or not shown. Compounds as they come; any-hit rate near 6.7%.
Compound,SMARCA2 activ,hcDAF-12 act,GC-A act,HGIII-sPLA2 inh,KLK7 zymogen act,ssDAF-12 act,DAX1 inh-1,hgDAF-12 ag,DAX1 inh-2,GC-B act,GAA850 FXN act
O=C(Nc1ccc(SC(F)F)cc1)c1ccc(F)cc1,1,2.8,8,0,0.1,-0.1,3.0,14*,2.1,0,3.3
CC(=O)Oc1cccc(/C=C2\Sc3ccccc3C2=O)c1,-5,-0.4,-27,-9,0.3,-1.2,-0.1,-0.7,0.8,-6,2.1
CCOC(=O)N1CCN(C(=O)CSc2nc(CC)nc3c2c(=O)n(C)c(=O)n3C)CC1,-5,-1.8,0,21*,0.1,-1.1,0.1,-2.9,0.1,0,1.8
CC(C)N1C(=O)C(O)(C2COC(C)(C)CC2=O)c2ccccc21 (stereo not given),4,-1.9,4,2,-0.4,-0.8,-0.2,-2.0,1.5,-3,0.2
CNc1ncc(C(=O)c2ccc(F)cc2)s1,3,1.3,5,0,0.0,-0.3,0.8,8.6,0.1,0,4.7
COc1ccc(CCNC(=O)CSc2ncc(C(=O)Nc3ccccc3)c(=O)n2C)cc1,-2,1.9,-1,3,-0.4,0.6,2.8,2.2,0.7,-3,2.1
CC(=O)c1ccc(OC(=O)COc2ccccc2)cc1,0,1.2,2,2,-0.3,-1.3,0.0,-1.0,0.7,2,-0.3
O=C(Cn1nc(-c2ccc(Cl)cc2)ccc1=O)NCC1COCCO1 (stereo not given),2,-0.5,5,1,-0.5,-1.2,0.0,-1.3,0.1,-8,0.6
CCCN(CC(=O)Nc1ccc(Cl)cc1Cl)C(=O)/C=C/c1cc(OC)ccc1OC,-3,-0.1,-1,-21,-47,-1.1,0.1,-0.5,-0.1,1,0.1
O=c1c2c(nc3c(-c4ccccc4)c[nH]n13)CCC2,-1,0.9,-4,3,-4.3,-0.8,1.0,1.3,-1.3,-3,0.5
CN(CC(=O)Nc1ccc(S(N)(=O)=O)cc1)Cc1ccccc1F,-3,-2.1,-1,1,0.2,-2.1,-1.0,3.8,-0.3,2,-0.8
O=c1[nH][nH]c(C(F)(F)F)c1C=Nc1cccc(Cl)c1,-4,0.1,0,7,-0.1,-0.7,-0.1,0.5,0.7,2,-3.1
CN(C)c1ccc(/C=N/NC(=O)c2sccc2-n2cccc2)cc1,0,1.8,-4,-13,0.6,-0.9,2.5,11*,0.6,2,3.1
CCCCOC(=O)C(C#N)c1nc2ccccc2nc1N1CCOCC1 (stereo not given),1,-0.1,3,3,0.1,-0.8,-0.1,-0.5,0.5,-10,2.0
Cc1cc(C)c(OCCN(C)Cc2ccccc2)c(Br)c1,1,0.0,-6,5,-0.3,-1.0,-0.2,-2.6,-0.3,0,0.6
COc1ccc(O)c(/C=N/NS(=O)(=O)c2ccc(C)cc2)c1,3,-1.8,2,-4,-0.1,-1.2,-0.1,-1.4,-1.4,-2,5.2

# 2 entries picked at random from those above:
Compound,SMARCA2 activ,hcDAF-12 act,GC-A act,HGIII-sPLA2 inh,KLK7 zymogen act,ssDAF-12 act,DAX1 inh-1,hgDAF-12 ag,DAX1 inh-2,GC-B act,GAA850 FXN act
CN(C)c1ccc(/C=N/NC(=O)c2sccc2-n2cccc2)cc1,0,1.8,-4,-13,0.6,-0.9,2.5,11*,0.6,2,3.1
O=c1c2c(nc3c(-c4ccccc4)c[nH]n13)CCC2,-1,0.9,-4,3,-4.3,-0.8,1.0,1.3,-1.3,-3,0.5

# Next entries follow:
Compound,SMARCA2 activ,hcDAF-12 act,GC-A act,HGIII-sPLA2 inh,KLK7 zymogen act,ssDAF-12 act,DAX1 inh-1,hgDAF-12 ag,DAX1 inh-2,GC-B act,GAA850 FXN act
O=C(Nc1ccccc1)NC1CCCCCCC1,12*,4.2,1,-11,0.0,0.0,0.7,8.5,.,0,2.8
COc1ccc(S(=O)(=O)c2nnn(-c3ccccc3Cl)c2N)cc1,-3,-1.1,0,-4,0.0,-1.1,-0.5,0.8,-1.5,-3,-1.7
O=C(N/N=C(\c1ccccc1)c1cccnc1)C(O)(c1ccccc1)c1ccccc1,0,-2.7,-7,-12,0.0,-1.6,0.3,-1.7,-0.3,-6,-0.6
CN(NS(=O)(=O)c1ccc(F)cc1)c1ncc(C(F)(F)F)cc1Cl,1,-0.6,5,-15,-0.2,-1.6,-0.6,-2.5,.,-3,0.3
CC(=O)ON1C(C)(C)CC(OC(=O)c2ccccc2)CC1(C)C,0,-3.8,1,3,-0.9,-1.4,-1.4,0.0,-0.9,4,3.7
CN(Cc1cn(CC2CCCCC2)nn1)S(=O)(=O)c1ccccc1Br,-3,-2.8,2,-2,-0.2,-1.2,1.0,-1.3,.,2,.
O=C(Cn1nnc(-c2ccc(N3CCOCC3)cc2)n1)c1ccccc1,-2,-2.3,-1,-47,0.9,-1.1,0.7,1.4,.,-7,.
CC(=O)Nc1ccc(C(O)(C(F)(F)F)C(F)(F)F)cc1,3,-0.1,0,2,-0.6,-1.8,0.2,0.8,0.9,-3,-0.6
Cc1nnc(N2C(=O)C(O)=C(C(=O)c3ccco3)C2c2cccc3ccccc23)s1 (stereo not given),1,1.6,-2,7,-0.1,-1.1,0.5,1.5,-0.2,-18,1.4
COC(=O)CSC1=C(C#N)C(c2ccc(F)cc2)CC(=O)N1 (stereo not given),1,-1.0,19,-3,1.3,-1.4,-1.2,-0.8,0.5,1,0.6
O=C(COC(=O)c1cc(=O)[nH]c2ccccc12)NCc1ccccc1Cl,2,-0.8,-1,-9,-16,-1.2,-0.4,0.7,0.0,-9,0.5
COc1ccc2[nH]cc(CCNS(=O)(=O)c3ccc(C)cc3)c2c1,-3,-1.0,0,-106,0.1,-1.4,0.5,-1.6,-0.6,0,0.4
CCOC(=O)CC(NS(=O)(=O)c1ccc2[nH]c(=O)sc2c1)c1ccc(C)cc1 (stereo not given),-1,2.8,-1,-18,0.4,-0.6,-0.1,0.1,0.1,1,0.3
CC1(C)NC(=O)N(CCCCOc2ccc3ccccc3c2Cl)C1=O,0,-1.7,-1,-17,-0.2,-1.5,0.1,1.9,1.6,-14,1.2
Cc1cccc(NC(=O)c2ccc(S(=O)(=O)C(F)F)cc2)c1C,-1,-0.7,2,-4,0.4,-0.8,0.0,3.3,-0.3,4,2.8
CCOC(=O)CSc1nc2ccccc2c(=O)n1C1CCCC1,-3,2.3,-4,8,-0.2,-0.9,-0.4,-1.2,-0.6,4,0.6
O=C1[C@@H]2CSCN2C(=O)CN1Cc1c(F)cccc1Cl,0,-1.2,5,5,-0.4,-1.1,-0.5,-0.3,-0.6,4,-0.6
COC(=O)[C@H](C)NC(=O)Nc1ccc(OC(F)(F)F)cc1,0,0.3,-2,-4,-0.4,-1.0,-0.3,0.4,-0.4,1,2.8
CCOc1ccc(S(=O)(=O)N(C)CCO)cc1-c1nc2c(C(C)(C)C)nn(C)c2c(=O)[nH]1,-3,-2.9,59*,-13,-0.1,-1.6,-0.8,-4.8,-0.6,67*,4.4
COc1cccc(NC(=O)CSc2ccc(-c3ccco3)nn2)c1,1,-0.8,4,-6,0.9,-0.2,-0.6,1.6,0.0,1,-0.8
COc1ccccc1-c1ccc(SCC(=O)NC2CCCCC2)nn1,-2,-3.1,1,3,-0.2,-1.6,-2.0,-0.9,1.3,0,1.4
COc1ccc(C(=O)Nc2ccnn2C2CCN(Cc3ccncc3)CC2)cc1,-2,0.0,2,3,-0.4,-0.8,0.1,-1.8,-0.2,4,-1.5
CN(CC(=O)NCc1ccc(Cl)cc1)S(=O)(=O)c1cccc2nsnc12,-2,-1.1,5,2,0.5,-1.1,-0.5,-0.6,0.7,0,-1.8
CCCCn1c(=O)n(CC(=O)Nc2c(CC)cccc2CC)c(=O)c2c1nc(CO)n2CCC,1,-2.6,8,-1,0.2,-1.4,-0.4,-1.6,-0.2,6,-1.6
NS(=O)(=O)c1ccc(CCNC(=O)c2ccc(Cl)c(S(=O)(=O)N3CCCCCC3)c2)cc1,-4,-3.8,-2,-16,0.8,-2.6,-6.2,-8.2,-2.6,-4,-3.1
COc1ccc(NC(=S)N/N=C2\CC(C)(C)Oc3ccc(O)cc32)cc1,2,-2.0,-2,6,-5.6,-1.6,-0.6,-0.4,-1.1,-9,-1.9
CC1(C)CC(=O)c2c(O)cc(OCC(=O)NCCc3ccc(S(N)(=O)=O)cc3)cc2O1,0,-2.4,-1,2,-0.2,-1.0,-0.3,4.0,0.8,-3,0.5
CN(CCN1CCOCC1)C(=O)c1cc(COc2ccc(F)cc2Cl)on1,-2,-0.7,12,-7,0.0,-0.9,0.5,2.8,1.2,6,2.7
CCOc1ccc(NC(=O)CN(C)C(=O)C2CC(=O)N(CCc3ccc(OC)c(OC)c3)C2)cc1OCC (stereo not given),-2,1.2,0,7,-0.3,-1.3,0.1,-2.8,1.5,3,1.4
Cc1cc(C)n(-c2nnc3c4ccccc4n(C)c3n2)n1,5,1.8,-1,0,0.1,-0.8,1.7,11*,0.7,0,2.9
Cc1ccc(NC(=O)C2=C(O)c3ccccc3N(C)S2(=O)=O)cc1,-2,3.5,0,-13,51*,0.1,0.7,1.8,-1.1,4,0.1
C[C@@H]1COC(=O)[C@@H](CC(=O)OC(C)(C)C)C/C=C\C[C@@H](CC(=O)N[C@@H](CO)Cc2ccccc2)C(=O)N1,0,0.0,4,0,0.1,-1.1,0.6,-1.1,0.7,6,-0.6
S=C(NCc1ccccn1)Nc1ccc(Cl)c(Cl)c1,0,-0.2,2,4,-0.2,-1.2,-0.3,0.0,-0.4,1,-1.2
CSc1nc(N)n2nccc2n1,-4,6.2*,4,5,-0.4,-0.6,0.3,0.1,.,-4,.
Cn1c(=O)c2c(ncn2CC(=O)N/N=C/c2ccco2)n(C)c1=O,1,2.9,3,16,-0.8,-0.8,0.0,2.5,-1.0,4,2.6
Cc1ccc(-n2c(O)c(/C=C3/C(c4ccccc4)=Nc4ccccc43)c(=O)[nH]c2=O)cc1,-2,-1.7,3,-20,-0.2,-1.1,-1.4,4.4,-2.4,3,-0.3
CNc1ccc(Br)cc(C(=O)/C=C/c2ccc(OC)cc2OC)c1=O,0,0.4,2,-14,-1.0,-1.5,0.4,1.7,-0.1,-1,0.6

# Source: PubChem BioAssay (several laboratories)
